M1 ag parental – M1 agonist counterscreen hit in parental CHO-K1 cells. Fluo-8 calcium fluorescence; scaled to maximal ATP response, vehicle zero. activation, % at 3 µM. 0.48% of 360,000 active; in the data active = activation above about 15%;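 also: untransfected CHO-K1 host cells lacking M1 receptor as counterscreen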
V1aR counter – activates human V1a receptor in oxytocin agonist counter-screen; CHO-V1R cells, Fluo-8 calcium fluorescence, agonist mode; 0% DMSO, 100% 3 nM vasopressin; activation, % at 3 µM; 0.25% of 320,000 active;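 active = activation above the mean activation of all tested compounds plus 3 SD, per screening run, cut at about 20% in these data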;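 also: signal is peak over basal fluorescence ratio across a 100 second FLIPR read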
Target sequence (P37288 whole entry, looked up): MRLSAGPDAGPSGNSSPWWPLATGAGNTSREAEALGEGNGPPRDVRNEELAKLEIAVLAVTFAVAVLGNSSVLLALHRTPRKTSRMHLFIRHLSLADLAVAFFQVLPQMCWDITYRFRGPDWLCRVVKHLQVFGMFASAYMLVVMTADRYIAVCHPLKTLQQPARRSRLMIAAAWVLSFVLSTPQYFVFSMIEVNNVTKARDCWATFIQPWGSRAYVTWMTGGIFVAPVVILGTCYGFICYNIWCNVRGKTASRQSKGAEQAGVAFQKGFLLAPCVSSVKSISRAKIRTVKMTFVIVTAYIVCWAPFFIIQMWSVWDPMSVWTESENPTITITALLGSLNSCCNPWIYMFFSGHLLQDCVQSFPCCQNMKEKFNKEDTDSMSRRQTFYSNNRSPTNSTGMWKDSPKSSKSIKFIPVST
OXTR ag – human OXTR agonism; 0.32% of 320,000 active; P30559; activation, % at 3 µM; CHO-OTR cells, Fluo-8 calcium fluorescence; normalized: DMSO 0%, oxytocin 100%;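 active = activation above the mean of all tested compounds plus 3 SD, cutoff set per screening run, cut at about 20% in these data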;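 also: peak over basal fluorescence ratio from a 100 s FLIPR kinetic read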
Target sequence (P30559 whole entry, looked up): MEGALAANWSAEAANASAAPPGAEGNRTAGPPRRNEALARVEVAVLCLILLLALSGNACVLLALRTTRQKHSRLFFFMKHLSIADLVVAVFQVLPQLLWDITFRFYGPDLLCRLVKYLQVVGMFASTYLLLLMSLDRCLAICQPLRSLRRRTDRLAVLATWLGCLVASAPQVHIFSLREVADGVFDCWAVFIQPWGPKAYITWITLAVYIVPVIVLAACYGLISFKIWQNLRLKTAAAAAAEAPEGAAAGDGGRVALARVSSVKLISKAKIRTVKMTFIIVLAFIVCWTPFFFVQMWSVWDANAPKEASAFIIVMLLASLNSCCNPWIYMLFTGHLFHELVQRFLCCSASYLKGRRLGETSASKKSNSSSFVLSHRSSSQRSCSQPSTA
M1 PAM parental – counter-screen for M1 PAMs: effect in parental CHO-K1 cells; AID 602247; 0.02% of 360,000 active; activation, % at 3 µM; ATP EC20, Fluo-8 calcium fluorescence; 0% at ATP EC20, 100% at ATP max;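 active = activation above the run cutoff, the mean activation of all test compounds plus 3 SD, cut at about 40% in these data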;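 also: peak over basal fluorescence ratio in a 140 s read after ATP addition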
CHO-K1 Ca antag – nonselective inhibitor or artifact in parental CHO-K1 cells. ATP-induced calcium, Fluo-8 fluorescence. inhibition, % at 3 µM. 0.6% of 360,000 active;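 active = inhibition above a per-plate cutoff, the plate's mean sample inhibition plus 3 SD, cut at about 24% in these data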;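 also: 0% = DMSO plus EC80 ATP and 100% = DMSO alone without ATP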
CHO parental Ca – counter-screen: ATP calcium response change in parental CHO cells | inhibition, % at 5.6 µM | parental CHO-K1, ATP-induced calcium, Fluo-8 fluorescence | 0.63% of 330,000 active;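 active = inhibition above that plate's mean sample inhibition plus 3 SD, cut at about 26% in these data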;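 also: 0% = ATP-challenged DMSO wells and 100% = DMSO wells without ATP; some compounds past the cut are filed as inactive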
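Material – parental CHO cells · Reagent – ATP stimulus · Compound – single nominal dose of 5.6 µM per compound · Detection – Fluo-8 fluorescence · Read-out basis – percent inhibition of calcium signal · Controls – ATP-challenged DMSO wells low, unchallenged DMSO wells high · Repeats – no replicates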
OXTR potentiator – potentiates the human oxytocin receptor response; CHO-OTR cells, Fluo-8 calcium fluorescence, potentiator mode; 0% = oxytocin EC15, 100% = EC100; 0.061% of 320,000 active; P30559; activation, % at 3 µM; AID 2445;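 active = activation above that plate's cutoff, the mean activation of tested compounds plus 3 SD, cut at about 6.6% in these data, passing the limit was not always enough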;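 also: 100% uses oxytocin at 75 nM as the full agonist control; some results filed as inactive read as strong as hits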
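Dosing: Single dose, 3.0 µM nominal final compound concentration | Material: Human OTR in CHO cells | Technique: Kinetic Fluo-8 calcium fluorescence | Benchmarks: EC15 oxytocin alone as 0%, 75 nM oxytocin as 100% | Probe or stimulus: Oxytocin at about EC15, sub-maximal agonist stimulus | Incubation: Compound 6 min at room temperature before oxytocin, 100 s read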
TAAR1 antagonist – antagonists of human TAAR1. 1.5% of 360,000 active. CHO RD-HGA16 TAAR1, Fluo-8 calcium fluorescence, antagonist. inhibition, % at 3 µM;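 active = inhibition above a per-plate cutoff, the mean inhibition of test compounds on that plate plus 3 SD, cut at about 49% in these data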;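 also: 0% = DMSO plus EC80 beta-PEA response and 100% = DMSO alone without agonist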
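System: RD-HGA16 CHO cells with stable hTAAR1 and Gα16 | Probe or stimulus: EC80 β-phenethylamine stimulus | Dosing: 3 µM, single point | Times: Dye loading 75 min at 37 °C, then 30 min room temperature | Measured by: Fluo-8 calcium-sensitive fluorescence | Read-out basis: % inhibition of agonist calcium response | Replicates: n of 1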
GPR7 antag – blocks human GPR7 receptor signaling; 1.1% of 290,000 active; GPR7-expressing cells, fluorescence antagonist assay; inhibition, % at 4.4 µM; in the data active = inhibition above about 16%, passing the limit was not always enough;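 also: cells stimulated with the agonist NPW; 0% = agonist with vehicle and 100% = vehicle without agonist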
Numbers without * were called inactive; · = not tested or not shown.

SMILES	M1 ag parental	V1aR counter	OXTR ag	M1 PAM parental	CHO-K1 Ca antag	CHO parental Ca	OXTR potentiator	TAAR1 antagonist	GPR7 antag
O=C(NCc1cccs1)C1CCCN(S(=O)(=O)c2cnc[nH]2)C1 (stereo not drawn)	0.3	0.6	0.8	5	-10	-4	-3	-12	8
CC(C)NC(=O)N(C)C[C@@H]1Oc2ccc(NC(=O)Nc3ccc(C(F)(F)F)cc3)cc2CC(=O)N([C@H](C)CO)C[C@@H]1C	-0.1	3.2	2.6	1	-2	-8	-7	-2	·
O=C(Cn1ccc(NC(=O)OCc2ccccc2)nc1=O)NCc1ccccn1	-0.1	-0.6	1.1	-7	-4	-12	-2	9	·
COc1ccccc1C1CCN(Cc2ccc3ccccc3c2)CC1	0.3	-0.9	-0.8	11	-10	-25	-7	-25	-3
CCNC(=O)C1=C(O)c2sccc2N(C)S1(=O)=O	-0.3	-0.3	-0.7	11	-6	-6	-8	8	2
COc1ccc(Cl)cc1NC(=O)N1CCN(S(C)(=O)=O)CC1	0.6	0.6	-0.3	-3	12	-5	5	-3	-4
CCN(CC(=O)Nc1cc(Cl)ccc1C)C(=O)C1CCCCC1	0.2	-1.1	-2.5	-10	5	6	-12	-1	7
Cn1nc(C(C)(C)C)cc1C(=O)N1CCCCC1c1cc(C(=O)Nc2cccc(C#N)c2)no1 (stereo not drawn)	4.4	·	·	5	-1	·	·	37	·
O=C(COc1ccccc1[N+](=O)[O-])NCCC1=CCCCC1	0.2	-1.2	-1.8	13	-7	-20	-8	8	-13
O=C(Nc1cccc(F)c1)Nc1nnc([C@@H]2O[C@H](CO)[C@@H](O)[C@H]2O)s1	1.4	·	·	20	-6	·	·	15	·
COc1ccc(CNC(=O)COC(=O)c2n[nH]c3ccccc23)cc1OC	3.9	8.0	7.0	16	-13	-12	-17	35	2
CCCCn1c(SCC(=O)NCc2ccccc2)nc2ccc(N3CCOCC3)cc2c1=O	1.4	-0.5	-1.9	-5	10	-17	0	9	-10
COc1cc(C(=O)NC(c2ccccc2)c2ccccc2)cc(OC)c1C	-0.3	-0.9	-1.0	1	4	12	-14	·	-4
Nc1nc(SCC(=O)NCc2ccco2)[nH]c(=O)c1-c1ccccc1	1.1	1.1	0.9	14	-11	-12	-7	5	-19
Cc1ccc(C(=O)NCc2ccco2)cc1S(=O)(=O)N1CCCCC1	-0.1	-0.6	-1.4	9	-9	-16	-3	-18	-6
COc1ccc(-c2cc(NC(C)=O)c3ncc(-c4ccc(F)cc4)n3c2)cc1OC	3.5	·	·	17	-12	·	·	24	·
O=C1c2ccccc2C(c2nnnn2Cc2ccccc2)N1Cc1ccc2c(c1)OCO2 (stereo not drawn)	2.6	·	·	14	-18	·	·	-11	·
Cc1cc(C(=O)COc2ccccc2C(N)=O)c(C)n1C	1.7	0.7	0.4	10	-8	-5	-8	-8	0
O=S(=O)(CCN1CCSCC1)c1ccc(Cl)cc1	-0.1	0.9	-0.8	-13	6	-21	1	-40	-13
CCc1nc(N2CCN(C(=S)NCCCOC)CC2)c2c3c(sc2n1)CCCC3	2.5	-0.1	-2.4	11	-7	-16	-16	26	3
CCc1nc2ccccc2n1Cc1ccccc1OC	0.3	0.9	0.0	-2	6	-22	0	-7	2
Cc1ccc(OCc2cc(C(=O)N(C)CCn3ccnc3C)no2)cc1C	3.4	3.9	1.3	2	-1	-22	-5	-12	-6
O=C(CCc1cn2ccccc2n1)NC1CCCc2c1cnn2-c1ccccc1F (stereo not drawn)	1.7	-0.6	-0.7	21	-13	-20	5	-24	0
Cc1cc(C)nc(NS(=O)(=O)c2ccc(N/C=C\C(=O)c3cccs3)cc2)n1	0.6	2.6	1.4	28	-14	-6	-4	-4	-3
C=CCN(c1ccccc1)S(=O)(=O)c1cccc(C(=O)N(CC)CC(=O)Nc2c(F)cccc2F)c1	3.4	0.2	0.2	15	-8	-24	-12	-17	-15

Next section.
SMILES	M1 ag parental	V1aR counter	OXTR ag	M1 PAM parental	CHO-K1 Ca antag	CHO parental Ca	OXTR potentiator	TAAR1 antagonist	GPR7 antag
COc1ccc(CCCC(=O)Nc2ccc(F)cc2)cc1	1.1	0.3	-1.8	20	-8	-9	-2	12	-4
CC(=O)Nc1ccc(NC(=O)C(C)OC(=O)CCCN2C(=O)c3cccc4cccc(c34)C2=O)cc1 (stereo not drawn)	0.5	0.4	1.3	8	-11	-24	2	-1	·
O=C(Nc1cccc(Cl)c1)c1cc(F)cc2c1OCOC2	-0.3	-0.2	-4.6	-7	0	-12	-5	-3	-18
O/N=C(\Cn1ccnc1)c1ccccc1	0.6	·	·	5	-7	·	·	-16	·
CC1(C)Cc2ccccc2C(C(=O)c2ccccc2)=N1	0.7	-1.1	-1.3	12	-16	-5	-9	-16	-2
Cn1c(Cn2c(C(F)(F)F)nc3ccccc32)nc2ccccc21	0.3	-1.3	-0.1	8	-6	-9	-2	·	-4
O=C(CSc1ncnc2c1oc1ccccc12)N1CCN(c2ccccc2)CC1	0.1	0.3	-0.2	10	-6	-2	-5	8	-3
CCCC(=O)Nc1c(-c2ccccc2)c(=O)c(C)nn1-c1ccccc1	0.3	0.0	-1.4	6	-4	-6	-1	-27	-12
Cc1c(NC(=O)c2cc(-c3ccccc3)on2)c(=O)n(-c2ccccc2)n1C	0.3	-0.3	-0.1	-2	-17	0	-3	-18	-5
CCCNC(=O)c1nn2cc(Br)cnc2c1Cl	-0.3	-0.4	0.4	-12	-12	-4	4	11	-20
CCCN(CC(=O)Nc1ccccc1C)C(=O)c1ccc(N2CCCCCC2)c([N+](=O)[O-])c1	2.0	0.7	-1.2	-21	20	-19	-11	-11	-2
COc1ccc(-n2nc(C(=O)NCC(=O)NCCCN3CC(C)CC(C)C3)c3ccccc3c2=O)cc1Cl (stereo not drawn)	0.2	0.6	-0.2	16	-12	-29	-3	-18	1
Cc1[nH]c2ccc(C(=O)NCCCN3CCCC3)cc2c1C	0.1	-0.1	-1.3	3	-6	-3	-16	-26	-3
C=CCn1c(Cc2cccs2)nnc1SCC(=O)Nc1ccc(OC)c(OC)c1	0.4	2.9	2.9	17	6	-15	-6	13	-9
CCc1cc(=O)oc2c(CNCc3ccc(OC)cc3OC)c(O)c(Cl)cc12	1.4	0.5	0.1	3	-14	-17	0	-14	-11
CCCCS(=O)c1snnc1C (stereo not drawn)	1.1	0.3	0.5	21	-17	-13	-20	-8	-13
O=c1c2cc(NC(=S)N3CCCCCC3)ccc2nc2n1CCCCC2	3.8	7.8	4.7	-1	-5	3	-5	5	1
CCn1c(O)c(C(C#N)=C2N=c3ccccc3=N2)c2ccccc21	0.6	-1.2	0.1	23	-29	-2	-11	-11	-8
CCOC(=O)c1ccc(OC)c(OC)c1Cl	0.3	0.7	-1.3	23	-12	-13	5	-12	-13
Cc1c(Cl)cn2c(=O)cc(CN3CCN(c4ccccc4)CC3)nc2c1Cl	0.3	-0.8	-1.2	4	-10	-18	4	6	-8
COc1cc(C=NNC(=S)Nc2ccc(S(=O)(=O)N3CCCCC3)cc2)cc(OC)c1OC	2.5	·	·	-4	-1	·	·	11	·
CC(=O)C1=C(O)C(=O)N(C2CCCCC2)C1c1ccccc1 (stereo not drawn)	0.0	0.7	-0.2	9	-4	-26	-7	14	-4
COc1ccc(C2C(C#N)=C(N)OC3=C2C(=O)CC(C)(C)C3)c([N+](=O)[O-])c1OC (stereo not drawn)	0.2	1.5	0.1	9	-12	-15	-7	-1	2
CC1(C)C2CCC1(C)C(OCCNCCOC(=O)Nc1ccccc1)C2 (stereo not drawn)	4.2	-0.6	-0.1	10	-8	-7	-2	-25	10
CCCCN=C1N/C(=C\c2ccco2)C(=O)N1c1ccccc1	0.4	-0.9	-2.5	12	-8	-5	-18	2	-11

Three entries from above, ordered by SMILES length, smallest number first.
SMILES	M1 ag parental	V1aR counter	OXTR ag	M1 PAM parental	CHO-K1 Ca antag	CHO parental Ca	OXTR potentiator	TAAR1 antagonist	GPR7 antag
CC1(C)Cc2ccccc2C(C(=O)c2ccccc2)=N1	0.7	-1.1	-1.3	12	-16	-5	-9	-16	-2
COc1cc(C=NNC(=S)Nc2ccc(S(=O)(=O)N3CCCCC3)cc2)cc(OC)c1OC	2.5	·	·	-4	-1	·	·	11	·
CCCN(CC(=O)Nc1ccccc1C)C(=O)c1ccc(N2CCCCCC2)c([N+](=O)[O-])c1	2.0	0.7	-1.2	-21	20	-19	-11	-11	-2

The listing continues:
SMILES	M1 ag parental	V1aR counter	OXTR ag	M1 PAM parental	CHO-K1 Ca antag	CHO parental Ca	OXTR potentiator	TAAR1 antagonist	GPR7 antag
CC1(C(=O)Nc2ccc(Cl)c(C(F)(F)F)c2)Cc2c(-c3ccc(C(N)=O)cc3)ccnc2O1 (stereo not drawn)	0.7	·	·	4	2	·	·	4	·
CCOC1=C2[C@@H](CN(S(=O)(=O)c3ccc(C)cc3)[C@H]2c2cccc3ccccc23)[C@H]2C(=O)N(CC)C(=O)[C@H]2C1	1.9	·	·	15	9	·	·	-14	·
Cc1cccc(NC(=O)NC(C)C(c2ccccc2)N2CCN(C)CC2)c1 (stereo not drawn)	0.0	0.8	2.4	5	-5	-14	-2	-20	2
CN1CCC(N(C)CC(C)(C)NS(=O)(=O)c2ccccc2)CC1	0.9	0.0	0.3	10	-9	-7	1	-16	-5
CCCOc1cccc(-c2cc(C(=O)N/N=C/c3ccccn3)c3ccccc3n2)c1	4.5	·	·	12	-5	·	·	34	-31
N/C(=N\OC(=O)c1cnn(-c2ccccc2)c1C(F)(F)F)c1cc(C(F)(F)F)cc(C(F)(F)F)c1	·	0.4	-1.7	·	·	-15	-3	-57	-9
CCc1ccc(NC(=O)CSc2nnc(-c3n[nH]c4ccccc34)n2-c2ccccc2)cc1	0.9	1.1	-1.0	3	4	-16	-7	40	0
C[C@H](CO)N1C[C@H](C)[C@H](CN(C)C(=O)Cc2ccccc2)OCc2cnnn2CCCC1=O	0.3	·	·	12	-3	·	·	1	·
Nc1nc2n(n1)C(c1ccco1)CC(c1ccc(Cl)c(Cl)c1)N2 (stereo not drawn)	-0.4	-0.2	-0.5	-7	17	-8	-8	0	10
CN(C)c1ccc(-c2cc(NC=O)c3ncc(-c4ccc(F)c(Cl)c4)n3c2)cc1	20*	·	·	11	5	·	·	-4	·
O=C(COC(=O)/C=C/c1ccc([N+](=O)[O-])cc1)NC(=O)NC1CCCCC1	2.6	1.4	0.7	8	-23	-20	-7	-8	·
CCOC(=O)c1cc(-c2ccccc2)sc1NC(=O)C(C)Sc1nnc(C)s1 (stereo not drawn)	6.7	0.4	-1.2	14	2	-26	-7	3	-7
CC(C)(C)C(=O)N=C1SC2CS(=O)(=O)CC2N1c1ccc2c(c1)OCO2 (stereo not drawn)	0.2	-0.8	5.7	1	0	1	-12	-3	-4
O=C(Oc1cccc(OC(=O)N2CCCCC2)c1)N1CCCCC1	2.9	2.4	2.9	10	-11	-11	-7	6	8
O=C(OCCOc1ccccc1)c1cccc(S(=O)(=O)N2CCOCC2)c1	-0.3	0.6	0.1	7	-14	2	-2	-11	·

Compound activity deposited in PubChem by The Scripps Research Institute Molecular Screening Center.
